High-throughput results (PubChem BioAssay)
BoNT-F LC inh: BoNT/F light chain protease inhibitors, primary screen, biochemical, flow cytometry, MLPCN library. actives 0.22% (n = 360,000). inhibition, % at 10 µM. Botulinum neurotoxin type F light chain protease (Clostridium botulinum). AID 588497, 2011. Multiplex microsphere protease cleavage assay; in the data active means inhibition above about 35%, passing the limit was not always enough; inconclusive means no clear call, values can overlap the other calls; further: plate controls were buffer without enzyme for full effect and enzyme alone for no effect
BioA inh: M. tuberculosis BioA enzyme inhibitors, primary screen, biochemical, plate reader, single point, HTS; purified M. tuberculosis BioA enzyme; 7,8-diaminopelargonic acid synthase BioA (Mycobacterium tuberculosis); AID 602481, 2012; inhibition, % at 9.99 µM; actives 0.096% (n = 360,000); in the data active means inhibition above about 40%; inconclusive means no clear call, values can overlap the other calls
FBA Mtb inh: Mtb FBA enzyme inhibitors, primary screen, biochemical, fluorescence, strain H37Rv; inhibition, % at 1 µM; actives 2.3% (n = 360,000); AID 588726, 2011; purified M. tuberculosis FBA, fluorescence read-out; Fructose-bisphosphate aldolase (Mycobacterium tuberculosis (strain ATCC 25618 / H37Rv)), …; in the data active means inhibition above about 27%;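 further: 0% = vehicle and 100% = reference inhibitor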
Target sequence (P9WQA3 whole entry, looked up): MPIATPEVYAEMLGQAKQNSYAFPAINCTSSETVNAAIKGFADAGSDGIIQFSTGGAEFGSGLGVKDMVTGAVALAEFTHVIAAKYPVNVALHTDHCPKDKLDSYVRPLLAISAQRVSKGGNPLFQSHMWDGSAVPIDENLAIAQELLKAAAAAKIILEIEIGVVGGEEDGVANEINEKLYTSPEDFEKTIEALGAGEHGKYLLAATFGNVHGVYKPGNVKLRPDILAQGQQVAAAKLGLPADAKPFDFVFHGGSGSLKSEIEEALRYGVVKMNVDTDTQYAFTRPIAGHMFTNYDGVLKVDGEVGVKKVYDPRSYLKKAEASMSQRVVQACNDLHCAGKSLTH
FadD28 binding: inhibitors of FadD28 bisubstrate probe binding, primary screen, biochemical, fluorescence polarization, single point | actives 0.22% (n = 360,000) | inhibition, % at 12.5 µM | Mycobacterium tuberculosis FadD28 fatty-acid-AMP ligase | AID 588549, 2011; in the data active means inhibition above about 8.5%, passing the limit was not always enough; inconclusive means no clear call, values can overlap the other calls
GDH-TPI inh: GDH-TPI coupling enzyme inhibitors, primary screen, artefact control for M. tuberculosis FBA inhibitor project, biochemical, absorbance, full deck | GDH-TPI coupled enzyme counterscreen, NADH absorbance | inhibition, % at 4.8 µM | actives 1.2% (n = 360,000); in the data active means inhibition above about 30%;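 further: 0% = DMSO wells and 100% = wells lacking the enzyme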
MazF activator: activators of E. coli MazEF toxin-antitoxin RNase, primary screen, biochemical, fluorescence, uHTS; AID 504720, 2011; activation, % at 20 µM; FAM/BHQ RNA-DNA oligo cleavage fluorescence, 5 h; actives 0.32% (n = 350,000); in the data active means activation above about 50%
Target sequence (P0AE70 whole entry, looked up): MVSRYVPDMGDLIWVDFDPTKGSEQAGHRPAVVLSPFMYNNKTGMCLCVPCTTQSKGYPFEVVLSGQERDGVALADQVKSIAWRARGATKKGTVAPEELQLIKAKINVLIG
Rv3671c protease: Rv3671c serine protease inhibitors, primary screen, biochemical, fluorescence polarization, M. tuberculosis H37Rv | P9WHR9 | inhibition, % at 5.96 µM | actives 0.048% (n = 320,000); in the data active means inhibition above about 38%;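 further: extracellular domain of Rv3671c used as enzyme; 0% = enzyme with DMSO and 100% = no enzyme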
Target sequence (P9WHR9 whole entry, looked up, the tested form may be a part): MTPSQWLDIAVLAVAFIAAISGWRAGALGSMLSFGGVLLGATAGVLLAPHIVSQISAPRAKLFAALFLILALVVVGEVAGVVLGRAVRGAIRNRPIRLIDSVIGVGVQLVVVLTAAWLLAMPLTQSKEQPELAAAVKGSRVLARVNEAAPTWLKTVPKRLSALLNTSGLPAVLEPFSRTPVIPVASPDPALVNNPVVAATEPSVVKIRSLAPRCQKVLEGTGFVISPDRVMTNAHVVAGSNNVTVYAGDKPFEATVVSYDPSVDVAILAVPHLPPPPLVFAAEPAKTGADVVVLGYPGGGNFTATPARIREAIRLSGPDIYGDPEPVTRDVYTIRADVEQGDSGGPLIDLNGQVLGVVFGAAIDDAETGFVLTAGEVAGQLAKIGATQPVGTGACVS
Mtb UGM inh: M. tuberculosis UGM enzyme inhibitors, primary screen, biochemical, fluorescence polarization, single point. UDP-galactopyranose mutase (Mycobacterium tuberculosis (strain ATCC 25618 / H37Rv)), …. purified UGM, fluorescence polarization probe displacement. inhibition, % at 10 µM. actives 0.06% (n = 320,000); in the data active means inhibition above about 10%, passing the limit was not always enough; inconclusive means no clear call, values can overlap the other calls
PrPC TRFRET: inhibitors of human cell surface prion protein PrPC, primary screen, cell-based, TR-FRET; Major prion protein (Homo sapiens), P04156; TR-FRET read-out; inhibition, % at 13.8 µM; actives 0.43% (n = 370,000); in the data active means inhibition above about 24%; further: 0% = median of the test wells and 100% = reference compound wells
* hit, by the source's call; ? = inconclusive; . = not tested or not shown; + = active, no number.

The line under a structure holds: BioA inh	MazF activator	FBA Mtb inh	Mtb UGM inh	BoNT-F LC inh	FadD28 binding	PrPC TRFRET	Rv3671c protease	GDH-TPI inh
> CCC(=O)N1CCCc2cc(S(=O)(=O)N3CCN(c4ncccn4)CC3)ccc21
 : -0.3	-3	1	2.1	-4	-0.8	4	5	1
> N#Cc1c(Cl)nc(-c2ccncc2)nc1-c1ccccc1
 : .	10	-2	4.7	-11	-2.9	0	-4	-3
> O=C(NCN1C(=O)C2C3C=CC(C3)C2C1=O)Nc1nccs1 (stereo not given)
 : -0.1	0	0	-0.2	2	-0.8	1	0	7
> COc1ccc(-n2nnnc2SCC(=O)Nc2cccc(O)c2)cc1
 : -2.4	-1	-1	1.3	14	-1.2	8	-6	0
> COc1cc(-c2noc(C)c2/C=C/c2ccc(OC(C)=O)cc2)cc(OC)c1OC
 : -1.2	-5	2	-0.6	-1	-2.0	12	-10	12
> Cc1cccn2cc(CCNS(=O)(=O)c3cccc([N+](=O)[O-])c3)nc12
 : 1.9	-2	5	-2.1	1	-1.1	-22	7	2
> CCOC(=O)Nc1ccc(OC)c([N+](=O)[O-])c1
 : 0.8	1	2	-0.4	-2	-2.1	-13	4	9
> O=C(c1nc2ccccn2c1CNCC1OCCc2ccccc21)N1CCOCC1 (stereo not given)
 : -0.1	-22	1	-3.1	-6	0.3	-4	3	2
> O=c1c2c3nc4ccccc4nc3n(/N=C/c3ccco3)c2ncn1CCC1=CCCCC1
 : -1.7	-14	-1	1.9	3	-15	-6	-27	10
> CCc1nc2ccc(C(=O)NCCCN3CCCC3=O)cn2c1N(C)C(=O)C1CCCCC1
 : -0.5	.	7	.	0	1.0	-9	.	0
> CS(=O)(=O)c1ccccc1-c1nc(-c2cccc(Cl)c2)no1
 : .	5	5	2.8	15	-4.0	.	-9	4
> Cc1nnc(SCC(=O)Nc2sccc2C#N)s1
 : -2.9	-5	0	0.0	7	-0.5	-3	-6	7
> O=C1CC(=O)N(CCNc2ncc(C(F)(F)F)cc2Cl)C(=O)N1
 : -0.6	6	-4	-2.3	-35	-2.1	-4	-8	7
> Cc1ccc(-c2cc(C(=O)OCn3nnc4ccccc4c3=O)c3ccccc3n2)cc1
 : 0.0	-11	0	-2.0	-5	-4.7	-3	-5	2
> Cc1nc2ccccc2c(=O)n1/N=C/c1ccncc1
 : -2.0	11	3	-0.8	8	-0.3	0	-8	12
> C=CCn1cccc(C(=O)Nc2ccc(OCC)cc2)c1=O
 : .	7	0	-0.2	0	-2.6	10	6	8
> CCCCN1CC(N2CCN(Cc3ccccc3)CC2)CS1(=O)=O (stereo not given)
 : 3.1	.	2	.	3	-1.0	-7	.	.
> Cc1ccc2c(CSc3nncs3)cc(=O)oc2c1
 : 6.0	3	-2	-0.2	4	-5.0	9	0	10
> NC(=O)C1CC(=O)N(c2ccc(OCC(=O)Nc3cccc(C(F)(F)F)c3)cc2)C1 (stereo not given)
 : 0.0	-5	-1	0.0	-4	1.6	3	-5	9
> CN(C)S(=O)(=O)c1cccc(NC(=S)Nc2ccc(Cl)cc2Cl)c1
 : .	1	3	2.6	.	0.3	-2	-3	8
> C(=N\n1cnnc1)/c1ccc2ncccc2c1
 : -0.1	7	0	4.3	8	-1.6	-17	1	8
> COc1ccc(CN(Cc2cccn2C)S(=O)(=O)c2ccc(C)cc2)cc1
 : -0.6	-4	-3	0.2	?	-4.6	8	3	0
> Cc1ccc2c(C(=O)CN3CCN(C4CCCCC4)CC3)c(C)[nH]c2c1
 : 8.2	1	8	2.4	20	0.2	-12	3	1
> CCN(C(=O)CSc1nnc(Nc2ccccc2)s1)C1CCS(=O)(=O)C1 (stereo not given)
 : .	8	-2	4.6	-3	-5.8	-2	-2	-3
> NC(=O)CCn1c(=O)oc2ccccc21
 : .	5	2	2.4	4	0.6	-2	5	8
> CC1(C)CSC(=NCCc2ccccc2)N1
 : 1.6	7	1	2.3	-3	0.2	0	-4	0
> COc1ccc(CCNC(=O)N2c3ccccc3Sc3ccccc32)cc1
 : -0.3	-1	-2	4.1	-3	-8.9	7	-9	2
> NS(=O)(=O)c1ccc(CCNC(=S)NC2CCCC2)cc1
 : .	-6	-5	-1.1	1	-2.7	-8	0	1
> Clc1ccc(CSc2nnc3c(n2)[nH]c2ccccc23)cc1
 : 1.1	-9	-3	-1.1	-13	.	1	2	13
> CCCN(CCC)C(=O)CC(c1ccccc1)c1cc(C)ccc1O (stereo not given)
 : 1.4	3	2	-1.0	-20	-1.1	-5	-1	5

Complete entries, quoted from the list:
CCN(C(=O)CSc1nnc(Nc2ccccc2)s1)C1CCS(=O)(=O)C1 (stereo not given) is entered as BioA inh: .; MazF activator: 8; FBA Mtb inh: -2; Mtb UGM inh: 4.6; BoNT-F LC inh: -3; FadD28 binding: -5.8; PrPC TRFRET: -2; Rv3671c protease: -2; GDH-TPI inh: -3
Cc1ccc2c(C(=O)CN3CCN(C4CCCCC4)CC3)c(C)[nH]c2c1 is entered as BioA inh: 8.2; MazF activator: 1; FBA Mtb inh: 8; Mtb UGM inh: 2.4; BoNT-F LC inh: 20; FadD28 binding: 0.2; PrPC TRFRET: -12; Rv3671c protease: 3; GDH-TPI inh: 1

Of the compounds above, these contain an aryl methoxy group:
The line under a structure holds: BioA inh	MazF activator	FBA Mtb inh	Mtb UGM inh	BoNT-F LC inh	FadD28 binding	PrPC TRFRET	Rv3671c protease	GDH-TPI inh
> COc1ccc(-n2nnnc2SCC(=O)Nc2cccc(O)c2)cc1
 : -2.4	-1	-1	1.3	14	-1.2	8	-6	0
> COc1cc(-c2noc(C)c2/C=C/c2ccc(OC(C)=O)cc2)cc(OC)c1OC
 : -1.2	-5	2	-0.6	-1	-2.0	12	-10	12
> CCOC(=O)Nc1ccc(OC)c([N+](=O)[O-])c1
 : 0.8	1	2	-0.4	-2	-2.1	-13	4	9
> COc1ccc(CN(Cc2cccn2C)S(=O)(=O)c2ccc(C)cc2)cc1
 : -0.6	-4	-3	0.2	?	-4.6	8	3	0
> COc1ccc(CCNC(=O)N2c3ccccc3Sc3ccccc32)cc1
 : -0.3	-1	-2	4.1	-3	-8.9	7	-9	2

The main list resumes, repeating the two entries before the break.
The line under a structure holds: BioA inh	MazF activator	FBA Mtb inh	Mtb UGM inh	BoNT-F LC inh	FadD28 binding	PrPC TRFRET	Rv3671c protease	GDH-TPI inh
> Clc1ccc(CSc2nnc3c(n2)[nH]c2ccccc23)cc1
 : 1.1	-9	-3	-1.1	-13	.	1	2	13
> CCCN(CCC)C(=O)CC(c1ccccc1)c1cc(C)ccc1O (stereo not given)
 : 1.4	3	2	-1.0	-20	-1.1	-5	-1	5
> CC(C)C(=O)Nc1cccc(-c2cn3ccsc3n2)c1
 : .	2	0	0.7	3	0.4	-1	-7	12
> CN(C)CCCNC(=O)CCC1CCCCC1
 : 2.8	6	1	1.1	2	-0.6	-3	2	0
> CC(=O)NCC1CCCN(Cc2cn(-c3ccccc3)nc2-c2ccc3c(c2)OCO3)C1 (stereo not given)
 : .	6	7	-0.3	-1	0.9	-8	-5	10
> O=C(/C=C/c1cccs1)NC(=S)NNC(=O)c1ccccc1O
 : .	4	28*	0.1	-3	-0.7	-6	23	25
> COc1ccc([N+](=O)[O-])cc1COc1cc(C)cc2oc(=O)cc(-c3ccccc3)c12
 : -0.1	3	-1	0.4	-10	-2.3	0	-1	-6
> Cc1ccc(CNC(=O)Cn2c(=O)oc3ccccc32)o1
 : -0.7	2	2	0.2	-6	-0.5	9	4	15
> COc1cc(C(=O)OCC(=O)NC2CCCCCC2)ccc1OCC(C)C
 : -2.2	-4	0	2.3	-4	-1.0	1	13	9
> COc1ccc(S(=O)(=O)N2CCOC23CCN(S(=O)(=O)c2c(C)cc(C)cc2C)CC3)cc1
 : -1.1	-6	1	-1.4	-13	-1.7	3	-3	-1
> Nc1ncnc(N2CCc3ccccc32)c1[N+](=O)[O-]
 : 0.0	-5	-6	2.8	-2	-4.6	-7	-5	10
> CC(C(=O)N1CCN(c2ccccc2F)CC1)c1ccc([N+](=O)[O-])cc1 (stereo not given)
 : 1.5	9	-1	1.1	24	0.4	-7	7	1
> CC1(C)CC(=O)/C(=N/Nc2ccc(Cl)cc2)CO1
 : -0.7	-20	-2	1.4	-8	0.0	13	-2	31*
> CCn1c2ccccc2c2c3ncc4cccn4c3ccc21
 : -1.1	-8	9	-0.7	-33	-3.5	-1	-5	3
> CN(C)S(=O)(=O)c1ccc2c(c1)C(CC(=O)O)OC2=O (stereo not given)
 : 0.4	9	0	-0.8	1	-0.9	7	-4	12
> CCOc1ccccc1N1CCN(C(=O)c2cc(S(=O)(=O)N3CCCCC3)ccc2C)CC1
 : 0.0	0	-1	1.3	-1	-1.9	-1	2	4
> Cc1ccc(NC(=O)CSc2nc(=O)n(Cc3ccncc3)c3c2CCC3)c(C)c1
 : 1.6	5	2	-4.1	-2	-0.3	-5	5	-3
> COc1ccccc1N1CCN(C(=O)c2cc(-c3ccc(F)cc3)[nH]c2C)CC1
 : 3.7	-1	-2	-3.3	-10	0.3	-10	.	4
> O=C(COC(=O)Cc1c(Cl)cccc1Cl)NCc1ccccc1
 : -0.4	2	-3	.	-4	-0.4	7	.	7
> O=C(COc1ccc2ccccc2c1)N[C@@H](C(=O)O)c1ccc(O)cc1
 : -3.3	2	8	0.8	-7	0.0	6	-10	9
> COC(CNC(=O)[C@H](Cc1ccccc1)N1Cc2ccccc2C1=O)OC
 : -1.1	3	-2	0.0	-18	-1.2	-3	-5	-5
> c1ccc(Oc2cc(-c3ccccc3)nc(-c3ccccc3)n2)cc1
 : .	2	-2	0.9	-11	-0.1	3	-8	4
> CCc1nn(CC(=O)NCCCc2ccccc2)c(=O)c2cc3c(OC)cccc3n12
 : -1.2	-13	12	-0.6	3	-3.8	3	-2	-8
> O=C(NC1CCN(Cc2ccccc2)CC1)c1cccc(Br)c1
 : -3.9	4	8	0.6	15	-2.0	-6	-11	19
> COc1ccc(Cn2c(=O)oc3ccc(C)cc32)cc1OC
 : .	2	-2	-3.4	2	-1.6	12	3	4
> Cc1ccc(S(=O)(=O)Cc2cc(-c3ccc(Cl)cc3)no2)cc1
 : .	-2	0	-2.0	-5	-1.6	2	-1	-3
> COc1ccc(C(=O)N(CC(=O)NC(C)(C)C)c2ccc3c(c2)OCCO3)cc1OC
 : 0.3	10	-2	1.9	-6	-3.6	-2	-3	-1
> COc1ccc(-c2cc(=NC(CC(C)C)C(=O)O)c3cc(C)ccc3o2)cc1 (stereo not given)
 : .	1	+	.	-2	-1.4	-8	0	23
> Clc1ccccc1N1CCN(Cc2ccc3c(c2)OCO3)CC1
 : 0.2	1	0	1.7	32	-5.6	0	.	3
> Cc1cc(=O)oc2c3c(cc(OCC(=O)NCC4CCC(C(=O)O)CC4)c12)OC(C)(C)CC3 (stereo not given)
 : -0.3	3	+	-1.0	-1	-3.7	2	0	17
> Cc1cccc(NC(=O)c2ccc(NC(C)c3ccccc3)c([N+](=O)[O-])c2)n1 (stereo not given)
 : 0.7	0	5	-0.1	2	-2.0	-5	8	0
> CC(CCN1CCC(n2nccc2NC(=O)c2ccccc2Cl)CC1)c1ccccc1 (stereo not given)
 : 1.4	3	-2	0.0	2	-3.3	-12	-12	-3
> Cc1ccc(CNC(=S)Nc2ccc(OC(F)F)cc2C)cc1
 : .	6	-2	-1.7	-6	-0.5	0	-1	3
> CC(C)CC1Nc2ncnc(N3CCCCC3)c2N(Cc2ccc(Br)cc2)C1=O (stereo not given)
 : -0.5	6	0	-0.2	-4	-0.5	7	-12	7
> CC(=O)Nc1ccc(S(=O)(=O)NNC(=O)COc2ccc(Cl)cc2Cl)cc1
 : 0.2	-1	2	3.6	-1	-1.1	0	-4	5
